M5 ag: agonists of human muscarinic M5 receptor (CHRM5) | P08912 | CHO-K1 hM5 cells, Fluo-8 calcium fluorescence; 0% DMSO wells, 100% maximal acetylcholine response | activation, % at 3 µM | 360,000 compounds, 0.19% hits | AID 624037;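 active means activation above the run's mean over test compounds plus 3 SD, cut at about 23% in these data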;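 further: signal is peak over basal fluorescence ratio across the kinetic read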
CRFR2-BP antag: CRF-BP/CRF-R2 complex antagonism | HEK293 CRF-R2/CRF-BP, CRF-induced calcium fluorescence | 350,000 compounds, 0.59% hits | inhibition, % at 11.8 µM | AID 588475;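 active means inhibition of the ligand-induced calcium signal above about 50% at the single tested concentration, limit read from the data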
M4 antag: blocks acetylcholine activation of human M4 receptor | CHO-hM4 cells, ACh EC80, Fluo-8 calcium fluorescence | inhibition, % at 3 µM | 360,000 compounds, 0.73% hits;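 active means inhibition above its plate's cutoff, the mean inhibition of sample wells plus 3 SD, cut at about 27% in these data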;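 further: 0% = acetylcholine EC80 with DMSO and 100% = DMSO without agonist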
Target sequence (P08173 whole entry, looked up): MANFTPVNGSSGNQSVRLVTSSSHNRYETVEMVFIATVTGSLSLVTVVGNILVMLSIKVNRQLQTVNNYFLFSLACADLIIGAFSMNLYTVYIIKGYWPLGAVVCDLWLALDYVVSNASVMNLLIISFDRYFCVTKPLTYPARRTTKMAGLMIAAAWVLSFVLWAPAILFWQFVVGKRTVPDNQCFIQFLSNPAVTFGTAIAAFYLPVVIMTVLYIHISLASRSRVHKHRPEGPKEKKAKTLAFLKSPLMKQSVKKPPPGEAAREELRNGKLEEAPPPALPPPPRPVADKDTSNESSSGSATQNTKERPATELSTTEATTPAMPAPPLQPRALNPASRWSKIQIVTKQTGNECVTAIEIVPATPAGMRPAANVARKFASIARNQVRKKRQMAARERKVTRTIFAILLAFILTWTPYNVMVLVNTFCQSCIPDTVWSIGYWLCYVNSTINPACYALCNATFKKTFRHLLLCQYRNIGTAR
CHRM1 PAM: potentiates human M1 receptor response to acetylcholine | CHO-K1 hM1, Fluo-8 calcium fluorescence, ACh EC20; 0% = ACh EC20, 100% = maximal ACh | activation, % at 3 µM | 360,000 compounds, 0.088% hits; in the data active means activation above about 19%, passing the limit was not always enough
Target sequence (P11229 whole entry, looked up): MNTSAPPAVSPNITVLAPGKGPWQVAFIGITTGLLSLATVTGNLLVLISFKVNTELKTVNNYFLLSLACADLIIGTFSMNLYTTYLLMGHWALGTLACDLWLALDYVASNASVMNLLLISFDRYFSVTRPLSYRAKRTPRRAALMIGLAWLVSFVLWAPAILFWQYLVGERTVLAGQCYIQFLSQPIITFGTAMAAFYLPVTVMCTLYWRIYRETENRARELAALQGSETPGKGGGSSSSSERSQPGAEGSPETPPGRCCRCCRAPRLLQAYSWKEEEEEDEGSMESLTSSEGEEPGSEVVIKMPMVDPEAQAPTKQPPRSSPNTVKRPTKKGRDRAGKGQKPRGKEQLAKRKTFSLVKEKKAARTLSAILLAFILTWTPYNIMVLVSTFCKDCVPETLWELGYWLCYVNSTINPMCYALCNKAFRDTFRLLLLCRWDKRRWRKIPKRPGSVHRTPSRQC
CHRM4 agonist: agonists of human muscarinic M4 receptor (CHRM4); P08173; CHO-K1 hM4/Gqi5, Fluo-8 calcium fluorescence; vehicle 0%, full acetylcholine response 100%; activation, % at 3 µM; 360,000 compounds, 0.14% hits;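 active means activation above the run mean over all test wells plus 3 SD, cut at about 32% in these data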;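 further: peak over basal fluorescence ratio per well then scaled between controls; 0% = DMSO wells and 100% = acetylcholine at EC100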
M4 PAM: positive allosteric modulators of human muscarinic M4 receptor; P08173; CHO-K1 hM4/Gqi5, Fluo-8 calcium fluorescence, ACh EC20; 0% = ACh EC20, 100% = maximal ACh; activation, % at 3 µM; 360,000 compounds, 0.4% hits; AID 624126;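 active means activation above its plate's cutoff, the mean activation of sample wells plus 3 SD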; further: some results filed as inactive read as strong as hits
CRFR2-BP ag: agonists of human CRF-binding protein/CRF-R2 receptor complex. AID 588473. HEK293 CRF-R2/CRF-BP, calcium dye fluorescence (FLIPR); percent of saturating CRF peptide response. activation, % at 13.2 µM. 350,000 compounds, 0.46% hits;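 active means activation of at least 50%, plus an integration ratio under a set limit after plate pattern correction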;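 further: plate controls were neutral control wells without compound for no effect and CRF at EC100 for full effect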
M5 PAM: CHRM5 positive allosteric modulation | activation, % at 3 µM | CHO-K1 hM5, Fluo-8 calcium, ACh EC20 PAM; 0% = ACh EC20, 100% = ACh EC100 | AID 624038 | 360,000 compounds, 0.3% hits;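 active means activation above the run cutoff, the mean activation of all test compounds plus 3 SD, cut at about 18% in these data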
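Replicates: One well per compound, no replicates | System: Human M5 receptor in CHO-K1 cells | Benchmarks: Low control EC20 acetylcholine (0%), high control EC100 acetylcholine (100%) | Probe or stimulus: Acetylcholine, EC20 level | Times: Fluo-8 loading 80 min at 37 °C plus 30 min room temperature | Signal: Intracellular calcium via Fluo-8 fluorescence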
CHRM5 antagonist: antagonists of human muscarinic M5 receptor (CHRM5); AID 624040; inhibition, % at 3 µM; CHO-hM5 cells, Fluo-8 calcium fluorescence, ACh EC80; 360,000 compounds, 0.59% hits;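 active means inhibition above a per-plate cutoff, the mean of that plate's test compounds plus 3 SD, cut at about 27% in these data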;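 further: 0% = acetylcholine EC80 with DMSO and 100% = DMSO without agonist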
* marks the source's active call; other numbers are inactive results; x = not tested or not shown.

The first 2 entries (preview)
SMILES	M5 ag	CRFR2-BP antag	M4 antag	CHRM1 PAM	CHRM4 agonist	M4 PAM	CRFR2-BP ag	M5 PAM	CHRM5 antagonist
COc1cc(CCC(=O)OCC(=O)NC2CCCC(C)C2C)cc(OC)c1OC (stereo unspecified)	0.7	4.6	3.3	4.1	1.9	2.1	0.2	-3.9	13.3
C=CCOc1ccc(C(=O)CC)cc1OC	-0.7	10.8	-3.5	6.0	0.9	-4.8	-1.6	-5.9	1.6

The list itself (from the top)
SMILES	M5 ag	CRFR2-BP antag	M4 antag	CHRM1 PAM	CHRM4 agonist	M4 PAM	CRFR2-BP ag	M5 PAM	CHRM5 antagonist
COc1cc(CCC(=O)OCC(=O)NC2CCCC(C)C2C)cc(OC)c1OC (stereo unspecified)	0.7	4.6	3.3	4.1	1.9	2.1	0.2	-3.9	13.3
C=CCOc1ccc(C(=O)CC)cc1OC	-0.7	10.8	-3.5	6.0	0.9	-4.8	-1.6	-5.9	1.6
CCC(C(=O)OCC(=O)N(CC)c1c(N)n(Cc2ccccc2)c(=O)[nH]c1=O)c1ccccc1 (stereo unspecified)	0.2	-3.1	-21.4	7.4	1.0	9.0	2.5	10.0	-2.2
COc1ccc(NC(=O)c2cc([N+](=O)[O-])ccc2N2CCN(C)CC2)cc1	-0.8	-6.0	7.0	0.3	11.4	-3.0	0.8	-13.3	11.6
CCCOc1ccc(-c2nn(-c3ccccc3)cc2/C=C2\SC(N)=NC2=O)cc1C	-1.6	17.4	-4.1	7.1	0.3	7.7	0.3	-0.2	-6.2
Cc1ccccc1Nc1nc(N)nc(-c2oc3ccccc3c2C)n1	5.0	-32.1	-14.9	0.5	-0.8	-0.8	-0.7	-9.6	2.0
CCN1CCN(C(c2cccs2)C(C)NC(=O)c2cccc(OC)c2OC)CC1 (stereo unspecified)	-1.9	-16.9	-1.4	-0.1	0.9	-3.9	-0.4	1.0	3.9
COc1ccc(/C=N/N2C(=O)C3C4C=CC(C4)C3C2=O)cc1[N+](=O)[O-] (stereo unspecified)	3.8	-0.6	-3.1	-4.0	1.2	10.3	-0.1	11.3	-3.0
Cn1c(=O)c2c(nc(Sc3ncnn3CC(=O)NC3CCCCC3)n2C)n(C)c1=O	-9.6	14.2	-16.9	-0.3	1.6	8.7	-0.2	-9.4	6.5
Cc1ccc(S(=O)(=O)N2CCN(c3ccnc4cc(Cl)ccc34)CC2)cc1	-0.9	4.5	12.6	-2.1	8.3	-14.6	1.5	-25.2	22.1
CCOC(=O)c1cc(NC(=O)NC2CCCCC2)c(C)nc1C	-1.9	-49.6	-4.0	6.6	0.3	2.0	1.5	-1.3	2.3
CCOc1cccc(/C=N/N2C(C)CCCC2C)c1O (stereo unspecified)	-5.1	14.8	-10.5	-2.9	1.4	3.7	-1.6	-0.1	-1.7
S=c1[nH]cc(-c2ccccc2)n1-c1cccc(Cl)c1	-4.0	-13.1	-11.1	-4.4	0.5	6.7	-3.4	-0.4	4.1
Cc1nc2ccccc2n1CCOc1ccc([N+](=O)[O-])cc1	-8.6	95.6*	6.4	-13.4	4.2	-12.8	-1.5	-11.1	1.0
C/C(=N\Nc1nc(N)cc(Cl)n1)c1ccc(F)cc1	-1.0	-4.7	-3.4	14.2	2.3	2.7	-1.1	5.4	2.2
CSc1nc2ccc(NC(=O)C3=NNC(=O)CC3)cc2s1	-4.7	3.0	9.8	-4.0	2.0	-5.6	0.0	3.0	6.2
CCOC(=O)C(C)c1n[nH]c(=O)c2ccccc12 (stereo unspecified)	-1.1	1.5	-8.0	8.6	1.3	7.9	-1.7	3.0	-2.6
O=C(NCC(=O)N(Cc1ccccc1)C(C(=O)NC1CCCC1)c1ccncc1)c1ccco1 (stereo unspecified)	-4.2	12.3	2.7	4.1	0.8	-2.0	6.1	2.8	4.3
CCOC(=O)C1=C(C)OC(N)=C(C#N)C1c1ccc(OC)c(CSc2ccccn2)c1 (stereo unspecified)	-6.7	2.6	-13.2	5.1	3.2	10.4	-0.7	2.9	-3.8
COc1ccccc1CCC(=O)NNC(=O)c1ccc(Br)cc1	-1.1	0.2	-1.5	-3.7	1.6	-7.3	-0.5	-2.6	13.1
O=C(O)c1ccc(-c2ccc(/C=C3\NC(=O)N(Cc4ccc(Cl)cc4)C3=O)o2)cc1Cl	1.1	3.0	0.6	0.0	1.5	4.0	1.7	-0.3	0.0
COc1ccc(C(O)P(=O)(O)CCc2ccccc2)cc1 (stereo unspecified)	-2.2	7.0	16.9	3.8	-0.1	3.0	-1.1	0.4	-2.2
COC(=O)c1sccc1NC(=O)CSc1nnnn1-c1ccccc1C	0.1	31.3	-3.8	6.4	0.1	6.8	-0.6	-0.9	-2.9
NC(=S)NN=C1CCC(C2CCCCC2)CC1 (stereo unspecified)	3.0	-7.3	-6.5	11.1	0.1	2.4	1.2	8.5	3.5
CC(C)(C#N)Nc1ccccc1	3.3	3.1	9.1	8.3	-0.2	-4.9	-1.2	-5.1	1.2
CCOC(=O)c1c(C)[nH]c(C(=O)COC(=O)c2cccnc2Cl)c1C	5.6	-1.8	0.5	-3.5	21.3	-4.6	0.3	-10.3	-1.9
N#C/C(=C1/CCCCCN1)c1nnc2n1CCCCC2	-4.2	-3.3	10.9	-0.8	0.5	-0.5	-0.6	-0.7	-2.5
Cc1cccc(C)c1NC(=O)CCCSc1nnc(-c2ccc(Cl)cc2)n1-c1ccccc1	-1.5	8.0	0.2	3.9	-0.2	-0.1	1.4	-2.8	1.8
O=C(NC(=S)N1CCN(Cc2ccc3c(c2)OCO3)CC1)c1cccc(Br)c1	-3.4	-23.3	-6.9	-0.4	-1.0	-2.2	-1.8	-6.5	3.2
CNc1nc(NCc2ccc(N(C)C)cc2)c2sccc2n1	0.5	x	3.2	-4.9	3.8	-5.5	x	-4.4	7.8
O=C1c2ccccc2-c2onc3c(N4CCN(CCO)CC4)cc(N4CCN(C(=O)c5ccco5)CC4)c1c23	-2.5	13.4	-4.4	3.6	6.9	-1.6	-1.0	-4.5	-1.9
C=CCNc1ncnc2c1cnn2-c1ccc(Cl)cc1	-0.1	-1.8	-0.4	-2.1	1.1	0.5	-2.4	-6.6	2.4
CCCCN(C)C(=O)c1nc2ccccn2c1CN1CCN(C/C=C/c2ccccc2)CC1	-10.0	-13.6	3.4	5.2	2.6	-2.3	-1.7	-3.7	6.4
Cc1ccc([N+](=O)[O-])cc1S(=O)(=O)Nc1ccc(C(=O)NCC2CCCO2)cc1 (stereo unspecified)	1.7	-3.6	7.0	5.0	0.2	0.7	-1.4	3.7	9.9
CC(C)COC(=O)N(C)C[C@@H]1OCc2cnnn2CCCC(=O)N([C@H](C)CO)C[C@H]1C	1.6	-26.1	-1.1	-4.7	0.7	0.5	1.6	-6.0	5.7
COc1ccc(CC(=O)OCC(=O)NCc2ccccc2Cl)cc1OC	-0.7	19.3	0.1	5.5	1.2	-10.7	-4.3	-5.9	-6.8
Cc1ccc2c(c1)c(C)c(C)n2CC(O)Cn1nc(C)cc1C (stereo unspecified)	-5.5	-17.1	5.4	2.1	15.6	-1.5	4.7	-5.9	6.0
COc1cc([N+](=O)[O-])ccc1N/C=C/C(=O)c1cccs1	-0.4	-116.9	-9.8	-3.4	3.8	1.7	83.9*	-6.4	2.1
O=C(Nc1ccc(F)cc1)C(c1ccccc1)N1CCN(CC(=O)N2CCCC2)CC1 (stereo unspecified)	1.7	-11.5	-6.1	8.7	0.2	2.0	-0.8	3.1	1.2
COc1ccc(N(C)S(=O)(=O)c2cccc(C(=O)NC3CCC(C)CC3)c2)cc1 (stereo unspecified)	-3.5	35.0	-4.6	3.7	5.3	-8.8	-3.2	2.8	2.9

Reformatted: entries from further up
Every second line gives: M5 ag | CRFR2-BP antag | M4 antag | CHRM1 PAM | CHRM4 agonist | M4 PAM | CRFR2-BP ag | M5 PAM | CHRM5 antagonist
COc1ccc(C(O)P(=O)(O)CCc2ccccc2)cc1 (stereo unspecified)
→ -2.2 | 7.0 | 16.9 | 3.8 | -0.1 | 3.0 | -1.1 | 0.4 | -2.2
CCOC(=O)c1cc(NC(=O)NC2CCCCC2)c(C)nc1C
→ -1.9 | -49.6 | -4.0 | 6.6 | 0.3 | 2.0 | 1.5 | -1.3 | 2.3
CCCOc1ccc(-c2nn(-c3ccccc3)cc2/C=C2\SC(N)=NC2=O)cc1C
→ -1.6 | 17.4 | -4.1 | 7.1 | 0.3 | 7.7 | 0.3 | -0.2 | -6.2
C=CCNc1ncnc2c1cnn2-c1ccc(Cl)cc1
→ -0.1 | -1.8 | -0.4 | -2.1 | 1.1 | 0.5 | -2.4 | -6.6 | 2.4
CCOC(=O)c1c(C)[nH]c(C(=O)COC(=O)c2cccnc2Cl)c1C
→ 5.6 | -1.8 | 0.5 | -3.5 | 21.3 | -4.6 | 0.3 | -10.3 | -1.9

Next results follow:
SMILES	M5 ag	CRFR2-BP antag	M4 antag	CHRM1 PAM	CHRM4 agonist	M4 PAM	CRFR2-BP ag	M5 PAM	CHRM5 antagonist
COC(=O)c1ccc(NC(=O)CSC2=NC(=O)C(c3ccccc3)C(=O)N2)cc1 (stereo unspecified)	0.0	9.9	-1.4	7.8	-0.5	-2.6	-1.2	17.8	4.3
CSc1ccc(CN(C)CCc2ccccn2)cc1	-14.1	3.8	5.0	-6.4	1.3	-7.5	0.8	1.6	10.2
COc1ccc(OCC(O)CN2CCN(c3ccc(OC)cc3)CC2)cc1 (stereo unspecified)	-1.0	6.3	-7.1	0.8	5.2	-3.4	-0.6	-3.9	9.7
C=CCN1CCN(C(=O)c2cc3c(s2)CCC(CC)C3)CC1 (stereo unspecified)	-4.2	6.6	13.0	1.0	0.6	-6.5	-1.7	-3.2	8.4
CC(=O)N1CCN(C(=O)CCc2c[nH]c3ccccc23)CC1	-6.6	-4.6	2.8	7.8	0.3	0.8	0.5	-7.2	-0.7
Cc1ccc(S(=O)(=O)N2CCN(C(=O)COC(=O)COc3ccc(Cl)cc3)CC2)c(C)c1	1.0	7.3	-1.4	7.5	0.6	8.3	7.9	3.6	7.1
COc1ccccc1CNC(=O)c1cc(C(C)=O)c[nH]1	-2.9	7.2	3.7	4.4	2.0	-7.8	0.5	-0.4	9.1
COC(=O)CCN(c1ccccc1)S(=O)(=O)c1cc(-c2cc(C)no2)ccc1C	-4.2	26.7	12.0	-10.4	-4.3	-19.5	-1.3	-1.8	-0.5
CCOC(=O)c1cnc(Nc2ccc(OCC)cc2)nc1C	-0.6	8.4	-1.4	-1.9	0.3	-0.1	-1.6	-1.7	2.0
Cc1ccc(S(=O)(=O)N2CCN(C(=O)c3c(C)nn(-c4ccccc4)c3Cl)CC2)cc1	-0.1	-3.4	0.2	-3.8	1.5	-3.2	0.1	-7.8	5.6
O=C(Oc1nsnc1N1CCOCC1)N1CCCCC1	0.9	11.3	3.5	5.5	2.0	3.8	-4.1	5.9	0.7
Cc1ccc(NC(=O)CSCC(=O)NNC(=O)c2nn(C)c(=O)c3ccccc23)cc1	-2.9	-3.1	4.7	3.6	-0.8	1.3	-0.2	2.3	-5.9
COc1cccc(-n2c(SC3CCOC3=O)nc3ccccc3c2=O)c1 (stereo unspecified)	1.9	11.9	1.5	4.7	-0.9	1.1	-0.1	-1.2	-2.3
CC(=O)c1ccc(S(=O)(=O)N2CCN(C(=O)c3ccc(-n4nc(C)c(Cl)c4C)cc3)CC2)cc1	-1.0	0.6	2.3	8.0	1.3	7.3	0.3	-1.5	5.1
OCCC1CN(CC2CCCCC2)CCN1CC1CCCCC1 (stereo unspecified)	-1.0	-4.6	12.4	0.6	1.1	-5.9	0.2	-4.4	2.3
CCOc1cc(NC(=O)c2ccccn2)c(OCC)cc1NC(=O)c1ccccc1	-0.4	-3.0	0.0	5.2	0.6	-1.6	0.4	5.1	-17.2
